# S3 lipid droplet = qHTS Assay for Lipid Storage Modulators in Drosophila S3 Cells; Drosophila S3 cells, BODIPY lipid droplet fluorescence, 18-24 h; cells fed with added oleic acid; lipid storage change, negative = inhibition, % at the top dose, mostly 46.1 µM; hits show Potency in µM; hit rate 0.64% among 320,000; AID 2685, 2010; active = well fitted inhibition curve with a large enough effect in the signal ratio, with a control signal flat, not every such curve was filed as active; inconclusive = small, poorly fitted or top-dose-only effect, or effect the other way, or a change in a side signal; the % refers to the signal ratio
#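 Laser-scanning cytometry quantifies lipid droplet accumulation (500–530 nm total intensity; droplet/cell object ratio) in oleic acid-fed (400 uM added) Drosophila S3 cells treated with a concentration series. 20 uM Triacsin C defined 100% inhibition.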
# S3 lipid droplet cell count max = further read-out of S3 lipid droplet, marked with its call; cell number change, %; measured here: cell count max response;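 cells counted by Cell Tracker Red CMTPX staining in the red channel; peak over a dose series mostly up to 46.1 µM; percent activity relative to internal control wells on each plate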
# * = called active by the depositor; i = inactive; ? = inconclusive; / = no result given; [ ] = dose if it differs, or a comment. % is set by controls: 0 for no effect and ±100 for the full control effect; potency is the fitted concentration of half-maximal effect. A portion of the library. The share of hits here may be higher or lower than overall.
SMILES,S3 lipid droplet,S3 lipid droplet cell count max
CCOc1ccc(S(=O)(=O)N2CCN(C(=O)c3cc([N+](=O)[O-])ccc3N3CCOCC3)CC2)cc1,29%,1
C=CCn1c(O)c2ccc(C(=O)N=NC(=O)COc3ccc(OC)cc3)cc2c1O,?,/
CCSc1nc(O)c(C2OC(=O)c3c2ccc(OC)c3OC)c(=O)n1-c1ccccc1 (configuration not stated),?,/
O=C(CSc1ccc(-c2ccncc2)nn1)N1CCCCC1,9%,9
COc1cccc(CN(c2ccc3c(c2)CCC3)S(=O)(=O)c2ccc(-n3cnnn3)c(OC)c2)c1,12%,5
O=C(Nc1ccc(C2=NCCN2)cc1)c1ccc(C(=O)Nc2ccc(C3=NCCN3)cc2)c([N+](=O)[O-])c1,?,/
CCCn1c(SCC(=O)NC2CCCCC2)nnc1C1CC1,?,/
O=C(CNC(=S)NC(=O)c1cccc([N+](=O)[O-])c1)c1ccccc1,?,/
O=C1N(c2ccccc2C(F)(F)F)O[C@]1(c1ccccc1)C1CCCCC1,?,/
Cc1ccc(NC(=S)N(CCCN2CCC(C)CC2)Cc2ccco2)cc1C,?,/
Cn1c(=O)c(C(=O)CCl)c(N)n(CC2CC2)c1=O,6%,1
CCOc1ccccc1NC(=O)CSc1nc2ccccc2nc1N1CCOCC1,?,/
Cn1c(=O)c2c(nc(Oc3cccc(O)c3)n2C)n(C)c1=O,-15%,-8
CC1=NN(C(N)=S)C(=O)C1N=Nc1cccc(C)c1 (configuration not stated),2%,4
Cc1ccccc1S(=O)(=O)N1CC(C(=O)O)=CC[C@H]1c1ccc(Cl)cc1,?,/
CCN1CCN(S(=O)(=O)c2ccc(Cl)c(C(=O)Nc3cc(Cl)ccc3N3CCOCC3)c2)CC1,?,/
COC(=O)/C=C/c1sc2nc(C)cc(C)c2c1N=CN(C)C,?,/
CCOc1ccc(S(=O)(=O)Nc2cccc(C(=O)NCC(c3ccco3)N3CCCC3)c2)cc1 (configuration not stated),?,/
Cc1ccc(S(=O)(=O)NCCCCCC(=O)NC(C)(C)CO)cc1,?,/
Cc1[nH]n(-c2ccccc2)c(=O)c1C(=O)c1ccc(Cl)cc1,-6%,-16

# Compounds listed so far with a carbonyl joined to an NH by a bond outside any ring (7):
SMILES,S3 lipid droplet,S3 lipid droplet cell count max
O=C(Nc1ccc(C2=NCCN2)cc1)c1ccc(C(=O)Nc2ccc(C3=NCCN3)cc2)c([N+](=O)[O-])c1,?,/
CCCn1c(SCC(=O)NC2CCCCC2)nnc1C1CC1,?,/
O=C(CNC(=S)NC(=O)c1cccc([N+](=O)[O-])c1)c1ccccc1,?,/
CCOc1ccccc1NC(=O)CSc1nc2ccccc2nc1N1CCOCC1,?,/
CCN1CCN(S(=O)(=O)c2ccc(Cl)c(C(=O)Nc3cc(Cl)ccc3N3CCOCC3)c2)CC1,?,/
CCOc1ccc(S(=O)(=O)Nc2cccc(C(=O)NCC(c3ccco3)N3CCCC3)c2)cc1 (configuration not stated),?,/
Cc1ccc(S(=O)(=O)NCCCCCC(=O)NC(C)(C)CO)cc1,?,/

# (next part)
SMILES,S3 lipid droplet,S3 lipid droplet cell count max
Cc1ccc2c(c1)C(O)(C1COC(C)(C)CC1=O)C(=O)N2C (configuration not stated),?,/
COc1ccc(CNC(=O)c2ccc(=O)oc2)cc1OC,?,/
CCC(=O)c1ccc(OC(=O)N2CCOCC2)cc1,-24%,-22
COc1cc2ncnc(NCc3ccccc3C)c2cc1OC,?,/
Cc1c(Cl)cccc1NC(=O)N1CCCC1,?,/
COc1ccc(CCNC(=O)COC(=O)c2ccccc2NCCO)cc1OC,-28%[0.0737 µM],10
c1ccc2c(C[C@@H]3CNCCN3CC3CCCCC3)cccc2c1,-29%,-12
O=C(NCCc1ccccc1)C1CCCN(c2cnccn2)C1 (configuration not stated),?,/
Cc1ccnc(NC(=O)CCC(=O)N(CC(=O)NCc2ccccc2)Cc2ccc(F)cc2)c1,?,/
C=CCNc1scc(-c2ccccc2)[n+]1CC=C,?,/
O=C(CC12CC3CC(CC(C3)C1)C2)NCC(=O)N1CCc2ccccc2C1,?,/
COc1cccc(NC(=O)CN(C)C(=O)C(C)Sc2ccccc2)c1 (configuration not stated),5%[0.0737 µM],/
COc1ccc(S(=O)(=O)N2CCC(C(=O)Nc3nnc(C)s3)CC2)cc1OC,?,/
O=C(c1cc2c(s1)CCCC2)N1CCN(S(=O)(=O)c2ccccc2C(F)(F)F)CC1,14%,-11
Fc1ccc(-c2csc3ncnc(N4CCN(c5ccccc5)CC4)c23)cc1,i,16
CCCn1c(SCC(=O)Nc2nc3c(s2)CCCC3)nc2c1c(=O)n(C)c(=O)n2C,?,/
C#CCOC(=O)C[N+](C)(C)CC=C,-15%,12
COc1ccc(CN2CCNC(=O)C2CC(=O)NC2CCCCCC2)cc1C (configuration not stated),-15%,/
Cc1nn(-c2ccc(F)cc2)c2sc(C(=O)N3CCCCCC3)cc12,?,/
N=c1sccn1CC(=O)Nc1cccc(S(N)(=O)=O)c1,5%,17
CCn1cc(C(=O)Nc2ccc(-n3cnnn3)c(OC)c2)c(=O)c2ccc(C)nc21,-3%,3
COc1cc(/C=N/Nc2ccc(C(=O)O)cc2)cc(OC)c1OC,11%,1
COc1ccc(NS(=O)(=O)c2cccc(C(=O)NCC(c3ccc(OC)cc3)N3CCOCC3)c2)cc1 (configuration not stated),?,/
COc1ccc(C(C(=O)NCC2CCCO2)N(C(=O)CNC(=O)c2ccco2)c2cc(C)cc(C)c2)cc1OC (configuration not stated),i,/
O=C(CNC(=O)c1cc2ccccc2o1)NCc1cccs1,?,/
COc1ccc(C(=O)N2CCC(n3c(C)nc4cc(F)ccc43)CC2)cc1OC,?,/
CCOc1ccc(N(CC(=O)N2CCN(C(=O)CN(c3ccc(OCC)cc3)S(C)(=O)=O)CC2)S(C)(=O)=O)cc1,?,/
CCCCNC(=O)CSc1nc2ccccc2c(=O)n1CCNC(C)=O,-10%,3
Cc1cccc(C(CC(=O)N2CCCCC2)c2ccccc2)c1O (configuration not stated),i,-19
C/C(=N/N1CCN(c2ccccn2)CC1)c1ccc([N+](=O)[O-])cc1,0%,-13

# Compounds listed so far that contain a halogen, in the order listed:
SMILES,S3 lipid droplet,S3 lipid droplet cell count max
O=C1N(c2ccccc2C(F)(F)F)O[C@]1(c1ccccc1)C1CCCCC1,?,/
Cn1c(=O)c(C(=O)CCl)c(N)n(CC2CC2)c1=O,6%,1
Cc1ccccc1S(=O)(=O)N1CC(C(=O)O)=CC[C@H]1c1ccc(Cl)cc1,?,/
CCN1CCN(S(=O)(=O)c2ccc(Cl)c(C(=O)Nc3cc(Cl)ccc3N3CCOCC3)c2)CC1,?,/
Cc1[nH]n(-c2ccccc2)c(=O)c1C(=O)c1ccc(Cl)cc1,-6%,-16
Cc1c(Cl)cccc1NC(=O)N1CCCC1,?,/
Cc1ccnc(NC(=O)CCC(=O)N(CC(=O)NCc2ccccc2)Cc2ccc(F)cc2)c1,?,/
O=C(c1cc2c(s1)CCCC2)N1CCN(S(=O)(=O)c2ccccc2C(F)(F)F)CC1,14%,-11
Fc1ccc(-c2csc3ncnc(N4CCN(c5ccccc5)CC4)c23)cc1,i,16
Cc1nn(-c2ccc(F)cc2)c2sc(C(=O)N3CCCCCC3)cc12,?,/
COc1ccc(C(=O)N2CCC(n3c(C)nc4cc(F)ccc43)CC2)cc1OC,?,/

# Remaining list, next part.
SMILES,S3 lipid droplet,S3 lipid droplet cell count max
CCOc1ccccc1CNS(=O)(=O)c1cc(-c2cc(C)no2)ccc1OC,i,-23
c1ccc(-c2ncc3c(ccc4ccccc43)n2)cc1,?,/
CCN(C(=O)CSc1nc2nc(C)cc(C)n2n1)C1CCS(=O)(=O)C1 (configuration not stated),?,/
CCOC(=O)CNC(=O)N(CCOC)CC1CCCN(C2Cc3ccccc3C2)C1 (configuration not stated),15%,8
COc1ccc(OCC(O)CN(CCO)CC(O)Cn2ccc3ccccc32)cc1 (configuration not stated),?,/
Cc1ccccc1C(=O)NC(=S)Nc1sc2c(c1C#N)CCCC2,-2%,/
COc1ccc(OC)c(CN(CCN2CCOCC2)S(=O)(=O)c2ccc(NC(C)=O)cc2)c1,4%,-11
O=C(COc1cccc(F)c1)NNC(=O)c1cccc(-n2cccc2)c1,?,/
Cc1nn(C)cc1NC(=O)c1ccc(Br)o1,?,/
COCCNS(=O)(=O)c1ccc(-c2ccc(C)cc2)cc1,?,/
Cc1ccc(C(=O)N(NC2=NS(=O)(=O)c3ccccc32)S(=O)(=O)c2ccc(C)cc2)cc1,-11%,24
O=C(NCc1cccnc1)c1noc2c1CCCCC2,11%,-12
Cc1ccc(C(O)c2nc3ccccc3n2C(C)C)cc1 (configuration not stated),?,/
C=CCn1c(N)cc(=O)nc1SCC(=O)Nc1ccccc1,?,/
CS(=O)(=O)N(CCc1ccccc1)CC(=O)N1CCN(Cc2ccc3c(c2)OCO3)CC1,?,/
Cc1cc(C)nc(NS(=O)(=O)c2ccc(NC(=O)c3ccc(O)cc3O)cc2)n1,?,/
COCC1CCN(Cc2nc(Cc3ccccc3Cl)no2)CC1,?,/
COc1ccc(NC(=O)Nc2ccc(C)cc2Br)c(OC)c1,?,/
O=C(CSc1nnc(-c2ccccc2)n1CC1CCCO1)N1CCCC1 (configuration not stated),14%,-1
Cc1cc2ncn(S(=O)(=O)N(C)C)c2cc1C,?,/
CC(C)C(=O)N1CCC(CN=CC2=C(O)CC(C)(C)CC2=O)CC1,-5%,-9
CCOc1ccc(NC(=O)CC2C(=O)N(CC)C(=S)N2CCNC(C)=O)cc1 (configuration not stated),3%,14
CCc1ccc(-c2csc3ncn(Cc4ccc(C(=O)O)cc4)c(=O)c23)cc1,?,/
CCOc1ccc(S(=O)(=O)NNC(=O)c2cc3ccccc3o2)cc1,?,/
COc1ccc(N2C(=O)C3ON(C4SC(=S)N(C)C4(C)C)C(c4ccc([N+](=O)[O-])cc4)C3C2=O)cc1 (configuration not stated),i,/
Cc1cccc(NC(=O)C2CCN(S(=O)(=O)c3ccc4c(c3)NC(=O)CO4)CC2)c1C,i,/
Cc1ccc2c(c1)N/C(=C(\C=C(/Cl)[N+](=O)[O-])[N+](=O)[O-])N2,?,/
CC(C)(C)NC(=O)CCN(/N=C/c1ccccc1F)C1=NS(=O)(=O)c2ccccc21,?,/
CC1C(=O)OC(c2ccc(Br)cc2)C(C)(C)C1=O (configuration not stated),-4%,8
CN(C)S(=O)(=O)c1cccc(NC(=S)NCc2ccco2)c1,i,/
O=C(CSc1n[nH]c(-c2ccncc2)n1)Nc1ccccn1,?,/
Cc1ccc(S(=O)(=O)N2CCCN(S(=O)(=O)c3ccc4ccccc4c3)CC2)cc1,-8%,-16
COc1cc2c(cc1NC(=O)COC(=O)/C=C/c1ccccc1)oc1ccccc12,-3%,-11
CC(=O)O[C@@H]1[C@H]2[C@@H](C[C@@H](C)[C@@H]3C=CC(=O)[C@@]13C)OC(=O)[C@@H]2C,1%,-2
Cc1cc(/C=C(/C#N)c2cccc(F)c2)c(C)n1-c1cccnc1,?,/
CCn1nc(NC(=O)c2ccncc2)c2cc3cccc(C)c3nc21,12%,-12
Cc1ccc(NC(=O)CSc2nc3ncc(Cl)cc3[nH]2)c(C)c1,?,/
Cn1c(=O)[nH]c(=O)c2c1nc(N1CCCCCC1)n2Cc1cccc2ccccc12,?,/
Cc1cc(CN(C)C(=O)c2ccc(OC3CCN(S(=O)(=O)N(C)C)CC3)cc2)n[nH]1,i,/
Cc1cc(-c2ccco2)n(CC(=O)O)n1,4%,-13
Cc1ccc(C(=O)Nc2ccc(O)cc2C(=O)O)cc1C,0%,-3
Cn1c(CN2CCOCC2)nc2cc(NC(=O)c3ccc(F)cc3)ccc21,?,/
Cc1c(Cc2ccccc2)c(=O)oc2cc(O)cc(O)c12,?,/
CC(=O)c1ccc(NC(=O)N2CCN(c3ccc(C)cc3)C(C)C2)cc1 (configuration not stated),0%,-8
CCc1ccc(OCC(=O)O/N=C(\N)c2cccnc2)cc1,?,/
Cc1ccc(Nc2nc3c(c(=O)[nH]2)CCCC3)cc1,?,/
O=C(c1ccc(Cl)cc1)c1ccccc1C(=O)N1CCOCC1,?,/
CCOC(=O)C1=C(C)N(c2ccccc2)C(=O)/C1=C\c1ccc(O)c(OC)c1,?,/
CS(=O)(=O)N(CC(=O)O)Cc1cccc(CN(CC(=O)O)S(C)(=O)=O)c1,?,/
Cc1ccc(C)c(C(=O)CN2C(=O)c3ccccc3S2(=O)=O)c1,2%,2

# More structures
SMILES,S3 lipid droplet,S3 lipid droplet cell count max
O=C(OCCC1Oc2cccnc2NC1=O)c1ccc(Cl)cc1 (configuration not stated),?,/
O=[N+]([O-])c1ccccc1Nc1cccnc1,?,/
COc1ccc(/C(O)=C2/C(=O)C(=O)N(c3ccccn3)C2c2ccc(F)cc2)cc1 (configuration not stated),?,/
O=C(c1ccccc1Cl)N(Cc1ccccc1F)N1C(=O)CCCC1=O,?,/
Cc1ccc(-c2nc3ccc(Cl)cc3n2OC(C)C(=O)O)cc1 (configuration not stated),?,/
Nn1cnnc1N/N=C/c1ccc(Cl)cc1Cl,i,2
NS(=O)(=O)c1ccc(NC(=S)N2CCN(C(=O)C3CCCO3)CC2)cc1 (configuration not stated),?,/
O=c1c2ccccc2c2ccccc2c(=O)n1Cc1cccnc1,i,/
Oc1ccc(/C=N/Nc2nccnc2Cl)cc1,i,/
CCOC(=O)Cc1cc(=O)n2[nH]c(C)cc2n1,15%,2
COC(=O)Cn1c(=O)c2c(n(Cc3ccccc3)c1=O)N/C(=C/c1ccc(OC)cc1)C2=O,18%,5
COc1cccc(C2C3=C(CC(C)(C)CC3=O)Nc3cc(OC)c(OC)cc32)c1 (configuration not stated),-3%,-33

# High-throughput results as filed in PubChem BioAssay.
